Compound activity deposited in PubChem by The Scripps Research Institute Molecular Screening Center.
PAD4 inh – inhibitors of human PAD4. AID 485272. inhibition, % at 6.36 µM. recombinant PAD4, RCA probe fluorescence polarization. 330,000 tested, 0.41% active. Q9UM07;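 active = percent inhibition above a cutoff equal to the mean of all tested compounds plus 3 SD, cut at about 15% in these data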;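 also: 0% = PAD4 with RCA probe and DMSO and 100% = probe without PAD4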
Target sequence (Q9UM07 whole entry, looked up): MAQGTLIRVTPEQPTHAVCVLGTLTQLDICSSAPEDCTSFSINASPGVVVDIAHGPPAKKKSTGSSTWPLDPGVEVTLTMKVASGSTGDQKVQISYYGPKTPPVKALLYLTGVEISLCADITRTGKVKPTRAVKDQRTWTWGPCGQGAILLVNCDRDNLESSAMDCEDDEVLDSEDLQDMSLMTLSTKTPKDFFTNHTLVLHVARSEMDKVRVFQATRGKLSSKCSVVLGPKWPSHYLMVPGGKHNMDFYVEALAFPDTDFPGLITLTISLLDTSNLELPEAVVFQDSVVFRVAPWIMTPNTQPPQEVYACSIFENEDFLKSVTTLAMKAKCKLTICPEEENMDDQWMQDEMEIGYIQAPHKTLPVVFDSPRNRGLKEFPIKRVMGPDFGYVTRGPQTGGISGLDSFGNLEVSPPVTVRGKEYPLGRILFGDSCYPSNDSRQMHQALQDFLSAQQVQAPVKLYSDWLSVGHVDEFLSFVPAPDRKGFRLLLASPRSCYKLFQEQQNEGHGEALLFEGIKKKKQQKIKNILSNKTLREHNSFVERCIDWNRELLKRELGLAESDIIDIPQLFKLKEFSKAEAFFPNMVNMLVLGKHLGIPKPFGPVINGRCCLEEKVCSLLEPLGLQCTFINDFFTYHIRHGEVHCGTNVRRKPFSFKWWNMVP
PAFAH1B2 FP inh – PAFAH1B2 (human) inhibition; P68402; recombinant PAFAH1B2, FP-rhodamine activity probe, fluorescence polarization; inhibition, % at 3.39 µM; 340,000 tested, 1.2% active; AID 492953;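 active = inhibition above the mean of all tested compounds plus 3 SD, cut at about 24% in these data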;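 also: 0% = enzyme with DMSO and 100% = wells lacking PAFAH1B2; many of its hits are not listed in these tables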
LYPLA1 counter – LYPLA1 (human) inhibition in PME1 counter-screen | O75608 | recombinant LYPLA1, FP-Rh probe fluorescence polarization | inhibition, % at 5.9 µM | 320,000 tested, 0.16% active;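 active = inhibition above the mean of all tested compounds plus 3 SD, set per campaign, cut at about 14% in these data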;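 also: inhibitors block serine hydrolase probe labeling of LYPLA1 so polarization falls; 0% = enzyme with DMSO and 100% = wells lacking LYPLA1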
Target sequence (O75608 whole entry, looked up): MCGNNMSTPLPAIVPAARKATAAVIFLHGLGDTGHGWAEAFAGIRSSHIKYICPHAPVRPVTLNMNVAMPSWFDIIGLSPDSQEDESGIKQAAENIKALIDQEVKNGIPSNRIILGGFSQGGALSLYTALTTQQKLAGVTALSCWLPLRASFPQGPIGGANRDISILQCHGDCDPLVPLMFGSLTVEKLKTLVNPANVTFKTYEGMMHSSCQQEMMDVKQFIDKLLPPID
PREPL inhibitor – inhibitors of human prolyl oligopeptidase-like enzyme PREPL; Q4J6C6; inhibition, % at 5.96 µM; AID 2751; 320,000 tested, 0.68% active; recombinant PREPL, fluorescence polarization activity-based probe; in the data active = inhibition above about 43%;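 also: 0% = enzyme with DMSO and 100% = wells lacking enzyme; many of its hits are not listed in these tables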
PAFAH1B3 FP inh – blocks human PAF acetylhydrolase 1B catalytic subunit 3. Q15102. recombinant PAFAH1B3, FP-rhodamine probe, fluorescence polarization. inhibition, % at 3.39 µM. 340,000 tested, 0.28% active. AID 492972;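 active = inhibition above the screen-wide average of all tested compounds plus 3 SD, cut at about 25% in these data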;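 also: 0% = enzyme with DMSO only and 100% = wells lacking PAFAH1B3 protein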
LYPLA2 counter – counter-screen for PME1 inhibitors: inhibitors of human LYPLA2 | inhibition, % at 5.9 µM | 320,000 tested, 0.38% active | O95372 | AID 2177 | recombinant LYPLA2, FP-Rh probe fluorescence polarization;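 active = inhibition above the screen-wide mean plus 3 SD, limit set per campaign, cut at about 26% in these data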;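 also: 0% = LYPLA2 with DMSO and 100% = wells lacking LYPLA2 enzyme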
pPAFAH inh – inhibitors of human plasma PAF acetylhydrolase (pPAFAH). Q13093. recombinant pPAFAH, FP-rhodamine probe fluorescence polarization. inhibition, % at 3.39 µM. 330,000 tested, 1.5% active;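 active = inhibition above the mean inhibition across the screen plus 3 SD, cut at about 25% in these data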;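 also: inhibitors block binding of the rhodamine activity-based probe so polarization drops; 0% = enzyme with DMSO and 100% = wells lacking pPAFAH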
GSTO1 counter – counter-screen for RBBP9 inhibitors: inhibitors of human GSTO1; inhibition, % at 5.96 µM; AID 1974; P78417; recombinant GSTO1, activity-based probe fluorescence polarization; 300,000 tested, 1.1% active;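 active = inhibition above the campaign mean inhibition plus 3 SD, cut at about 35% in these data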;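 also: 0% = GSTO1-1 with DMSO and 100% = wells lacking GSTO1-1 enzyme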
PAFAH2 inh – PAFAH2 (human) inhibition; Q99487; recombinant PAFAH2, FP-rhodamine activity probe, fluorescence polarization; inhibition, % at 3.39 µM; 340,000 tested, 0.99% active; AID 492956;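 active = inhibition above the mean over all tested compounds plus 3 SD, cut at about 30% in these data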;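 also: inhibitors block probe labeling of enzyme so polarization drops; 0% = enzyme with DMSO and 100% = wells lacking PAFAH2 protein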
An asterisk follows results filed as active; . = not tested or not shown. Not all compounds are listed. The share of hits here may be higher or lower than overall.

SMILES	PAD4 inh	PAFAH1B2 FP inh	LYPLA1 counter	PREPL inhibitor	PAFAH1B3 FP inh	LYPLA2 counter	pPAFAH inh	GSTO1 counter	PAFAH2 inh
COC(=O)c1ccc(C2c3c(n[nH]c3C)C(=O)N2c2ccc(C)cc2)cc1 (centres undefined)	-0.3	2.0	-3.3	-62.1	4.2	-5.9	-4.0	-2.2	5.3
CCOC(=O)[C@@H]1[C@H]2COc3cc(OC)ccc3[C@@H]2N2C(=O)N(c3ccc(C(F)(F)F)cc3)C(=O)[C@]12C	-1.3	-0.1	-2.5	-40.1	3.9	-0.7	3.4	3.0	-4.5
COCCSc1nnc(NC(=O)CS(=O)(=O)c2ccccc2)s1	0.9	0.3	-1.5	-0.9	-3.6	-0.2	0.4	-2.3	5.8
Cc1ccccc1C(C)NS(=O)(=O)c1ccc2c(c1)OCCO2 (centres undefined)	-2.0	4.6	.	-6.9	14.5	.	-1.1	.	2.2
CC(C)n1nnc(-c2ccc(OCc3ccccc3F)cc2)n1	-1.2	-0.7	1.9	2.6	-5.8	1.4	7.8	3.1	0.2
CCOC(=O)C(C)/C(C)=N/NC(=O)CCC(=O)Nc1cc(C)ccc1C (centres undefined)	-3.5	6.6	-1.7	-6.3	13.2	-4.7	-5.5	3.7	1.0
CC(C)NC(=O)N(Cc1ccccc1)Cc1cccs1	-2.5	6.1	-0.6	8.3	-3.8	4.7	1.8	12.6	-1.7
CC1(c2ccc(OC(F)F)cc2)NC(=O)N(CC(=O)NC2CCCCC2)C1=O (centres undefined)	-2.7	0.0	-3.1	-1.9	3.3	-3.0	2.8	2.2	3.2
CC(Oc1ccc2c3c(c(=O)oc2c1)CCCC3)C(=O)NCc1ccccn1 (centres undefined)	-4.1	-1.9	0.8	5.2	7.7	-7.3	16.6	1.4	0.5
CCn1c2ccccc2c2cc(/C=N/NC(=O)c3ccncc3)ccc21	-2.9	10.4	-2.9	32.8	3.3	-1.1	7.6	-2.0	-2.9
O=C(N/N=C/c1cccs1)C1CC(=O)N(c2ccccc2)C1 (centres undefined)	5.2	6.5	-2.0	11.7	6.6	-0.5	2.0	3.9	-8.2
CC(C)CNC(=O)CN(C1CCCCC1)S(=O)(=O)c1ccccc1	-6.8	3.0	-0.9	-1.4	-2.9	1.3	-1.2	5.2	9.5
CC(C)c1ccccc1NC(=S)NC1CCN(Cc2ccccc2)CC1	7.1	0.9	-1.1	0.0	-1.0	-2.8	2.9	-0.7	-5.6
COc1ccccc1CN(C(=O)c1cnccn1)C(C(=O)NC1CCCCC1)c1cc(OC)c(OC)c(OC)c1 (centres undefined)	0.6	-2.5	-2.1	-5.6	-1.2	-5.3	1.1	6.5	0.8
COc1ccccc1CNS(=O)(=O)c1c(C)[nH]c(C)c1C(=O)N1CCCC1	-0.6	3.5	1.0	3.3	9.3	-2.7	4.8	-5.0	1.7
Cn1nc(OC(=O)Nc2ccccc2)cc1C(F)(F)F	-0.8	.	0.1	12.4	.	-5.9	1.6	3.1	.
CCCCOc1ccc(C(=O)NCc2ccccn2)cc1	2.9	3.7	5.4	1.1	-2.6	7.0	0.1	5.5	-0.5
O=C(CN1C(=O)NC2(CCCC2)C1=O)OCc1ccc(Cl)cc1Cl	-1.1	4.4	1.3	6.5	1.1	3.0	1.8	-12.1	-0.6
CCS(=O)(=O)N1CCC(C(=O)N2CCc3ccccc3C2)CC1	3.2	1.4	0.8	6.5	2.6	3.2	-9.4	5.9	-1.0
CCOc1ccc(NC(=O)N[C@@H](Cc2ccccc2)C(=O)O)cc1	5.1	0.2	-0.5	3.2	7.2	7.9	0.1	13.0	-0.1
CCCCCNC(=O)Cc1ccc(S(=O)(=O)N2CCOCC2)s1	-4.3	1.8	1.0	6.4	6.1	3.6	5.0	2.5	-6.3
O=C(CCS(=O)(=O)c1ccc(Br)s1)NCc1cccs1	1.1	5.9	-3.5	-6.1	6.1	-0.4	-1.5	-3.8	-2.2
CC(=O)Nc1ccc(NC(=O)CCCCCN2C(=O)c3ccccc3C2=O)cc1	5.1	5.1	-1.6	7.6	-1.1	14.2	0.2	6.3	-0.7
Cc1cc(NC(=O)COc2ccc(F)c(Cl)c2)no1	0.4	4.7	-0.4	7.6	4.0	-1.4	-0.7	1.2	-1.4
CC(=O)c1cn(C)c(=O)c2ccccc12	3.4	.	1.9	4.0	.	1.8	1.4	3.1	.
SMILES	PAD4 inh	PAFAH1B2 FP inh	LYPLA1 counter	PREPL inhibitor	PAFAH1B3 FP inh	LYPLA2 counter	pPAFAH inh	GSTO1 counter	PAFAH2 inh
Nn1c(SCC(=O)Nc2cccc(C(F)(F)F)c2)nncc1=O	3.4	3.4	-1.7	-0.9	2.4	2.5	2.2	2.4	2.6
COc1cc(C(=O)NCc2cc3ccccc3n2C)cc(OC)c1OC	-0.9	-0.3	-3.1	12.9	9.5	4.8	6.6	2.1	5.8
CC(C)c1nc(SCC(=O)Nc2ccc3c(c2)OCCO3)c2c(=O)n(C)c(=O)n(C)c2n1	1.7	2.9	0.8	-10.8	-4.2	-0.8	-0.8	-3.1	7.9
O=C(OCc1ccc([N+](=O)[O-])cc1)c1cc([N+](=O)[O-])ccc1N1CCOCC1	-2.3	7.8	3.7	16.4	1.6	5.4	10.6	-4.0	4.1
CC(C)C1Nc2ccc(C(=O)NCCCN3CCOCC3)cc2NC1=O (centres undefined)	-3.4	0.0	1.5	2.4	1.0	1.4	3.4	3.9	4.6
O=C(CSc1nc2ccsc2c(=O)n1CC1CCC(C(=O)O)CC1)c1ccc(F)cc1 (centres undefined)	-8.7	5.5	-0.9	3.4	2.8	-4.5	0.8	2.6	6.2
Cc1ccc(C2NC(=O)NC(O)(C(F)(F)F)C2C(=O)c2ccccc2)o1 (centres undefined)	-6.0	7.0	-3.4	1.1	3.2	-3.8	-1.5	-9.2	-3.9
Cc1ccc(NC(=S)/N=C(\N)Nc2nc(C)c3cc(C)ccc3n2)c(C)c1	-8.6	0.5	0.9	-0.1	10.0	-3.0	2.4	-10.7	-12.6
Cc1ccc2c(c1)c(N=Nc1ccc([N+](=O)[O-])cc1)c(O)n2C	0.1	1.0	1.8	13.9	4.8	3.5	-2.5	-1.9	-5.7
CC12CCC(=O)N1C(C(=O)Nc1ccc(F)c(F)c1F)CS2 (centres undefined)	-1.2	-4.6	-2.0	-0.6	4.0	-1.6	1.6	4.4	4.0
S=C(NCc1ccco1)N/N=C/c1ccc(Cl)cc1	1.7	2.9	-1.5	-10.9	-9.8	-3.2	6.6	-8.0	2.1
CCOC(=O)C1=C(C)N=C2SC(C)C(=O)N2C1c1ccc(C(=O)OC)cc1 (centres undefined)	6.3	4.7	-3.3	-3.1	9.5	-10.3	-2.3	1.2	-6.2
COc1cccc(CN2C(=O)[C@H]3Cc4c([nH]c5ccccc45)C(C)(C)N3C2=O)c1	-2.2	-5.4	-5.6	12.0	6.9	-8.1	4.4	-3.0	4.3
COc1ccc(Br)cc1S(=O)(=O)NCCN1CCOCC1	-5.9	3.5	1.1	-4.2	7.7	0.6	-0.6	-1.9	5.4
O=c1cc(CO)oc(CN2CCN(CCO)CC2)c1O	-0.6	0.9	-2.6	-3.7	7.6	-2.5	4.6	11.9	2.6
COc1ccc(CNS(=O)(=O)CCNC(=O)c2ccc(OC)cc2)cc1	-2.0	0.0	4.1	-1.7	0.3	5.2	-0.3	-7.3	2.2
CN(C)C(=O)CCc1ccc2c3c([nH]c2c1)[C@]1(C)[C@@H](C(=O)N2CCCCC2)C[C@H](CC(=O)NCc2ccco2)C(=O)N1CC3	0.2	3.9	.	.	9.5	.	4.7	.	-12.6
O=C1C2(CCC13COC(c1ccc(O)cc1)OC3)COC(c1ccc(O)cc1)OC2 (centres undefined)	1.6	-1.9	0.1	0.1	3.9	2.3	1.5	-7.9	-2.5
COc1ccc(OCc2nnc(SCC(=O)NC3CC4CCC3C4)o2)cc1 (centres undefined)	2.5	6.1	-1.6	14.2	-0.4	-6.2	4.2	3.5	-6.0
CC1=C(C(N)=O)C(c2ccccc2)n2nc(-c3cccs3)nc2N1 (centres undefined)	-4.8	-2.2	0.8	10.6	2.0	4.0	1.5	-5.3	-2.1
COc1ccc(S(=O)(=O)Nc2cc(OC)c(NC(=O)c3ccco3)cc2OC)cc1	3.9	-5.6	-3.7	7.6	-2.3	-1.8	11.7	-0.4	-0.7
N#Cc1ccccc1Cn1c(=O)n(-c2ccc(CC(=O)NCc3ccco3)cc2)c(=O)c2sccc21	-3.3	2.8	-2.4	-1.3	9.1	-2.7	-1.6	4.8	-8.4
O=C(NCCN1C(=O)C2C3C=CC(C3)C2C1=O)Nc1ccccc1 (centres undefined)	5.1	4.1	5.5	-10.6	3.9	8.4	6.6	-2.6	-5.2
CCn1c(=O)n(CC)c2cc(N3CCCC3)c(NC(=O)c3cccc(Cl)c3)cc21	-1.4	5.0	8.6	19.6	1.0	5.5	2.0	2.4	-5.7
Cc1cccc(CC2SC(N)=NC2=O)c1 (centres undefined)	-1.9	2.9	-4.2	-2.3	6.3	0.5	4.0	-9.3	4.1
SMILES	PAD4 inh	PAFAH1B2 FP inh	LYPLA1 counter	PREPL inhibitor	PAFAH1B3 FP inh	LYPLA2 counter	pPAFAH inh	GSTO1 counter	PAFAH2 inh
COCC(=O)Nc1nnc(COc2ccccc2)s1	2.4	1.6	0.7	-2.9	9.3	-2.1	-0.2	0.1	-3.7
COCCN(C(=O)COC(=O)CCOc1ccccc1)c1c(N)n(Cc2ccccc2)c(=O)[nH]c1=O	-5.5	5.7	-0.8	4.4	10.3	-6.1	-1.3	10.4	9.5
CC(C)c1ccc(NC2=CC(=O)CC(C)(C)C2)cc1	-9.2	3.0	3.7	-0.8	1.3	2.3	16.6	-0.3	6.3
O=c1[nH]oc(O)c1-c1ncc(C(F)(F)F)cc1Cl	0.9	-0.7	0.3	2.5	2.5	-1.8	-1.5	1.7	7.7
CCOC(=O)C(C)Oc1cccc2c(=O)n(CC(=O)NCCc3ccccc3)ccc12 (centres undefined)	-7.8	3.2	-0.4	23.9	2.4	-1.8	-1.4	-14.6	2.1
CN(C(=O)CSc1nnc(COc2ccccc2F)n1N)C1CCCCC1	-3.8	3.3	0.8	3.4	3.6	4.4	6.4	2.2	0.5
Cc1cccc(C)c1OCC(=O)NNC(=O)CCCn1c(=O)oc2ccccc21	-2.4	-1.7	.	4.4	3.2	.	2.5	.	2.9
O=C(NCc1ccco1)c1cnn2c(C(F)(F)F)cc(-c3cccs3)nc12	-4.5	-2.0	-0.9	-8.3	-6.7	-4.2	-0.7	-5.2	12.1
COc1ccc(C(=O)Nc2ccc(Cl)cc2C(=O)NCCO)cc1	-1.3	-2.5	-0.8	17.3	6.2	0.2	-8.3	-7.7	-3.5
COc1ccc(C2(CNC(=O)c3ccc(C)cc3)CCOCC2)cc1	-1.0	0.5	2.6	3.1	5.8	-7.4	5.6	-8.2	4.3
CCNC(=S)NN=C1CCC(C(C)(C)C)CC1 (centres undefined)	-3.8	6.9	1.9	2.7	-1.2	2.6	2.0	4.3	-7.6
C=CCC[C@H](Cc1ccc(F)cc1)C(=O)OC[C@@H]1CCCN1C(=O)[C@@H](CC=C)CC(=O)NCCO	-1.7	2.9	.	34.9	9.2	.	11.4	.	6.1
